# Pol iota inh – DNA polymerase iota (human) inhibition | Potency, µM (top dose mostly 115 µM), for the others: at the highest dose activity, negative = inhibition, usual class: inhibitors | AID 588590 | 1% of 390,000 active | Pol iota fluorescent replication assay, 10 min
#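 Pol iota at 10 nM preincubated 15 min with compounds at room temperature; reaction started with fluorescent substrate, 50 nM final. Fluorescence read kinetically at 0 and 10 min; buffer-only wells as negative control.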
# BLM helicase inh – inhibitors of human Bloom syndrome helicase BLM; P54132; recombinant BLM DNA unwinding, fluorescence dequenching; Potency, µM (highest dose often 56.1 µM), for inactives: at the top dose activity change, negative = inhibition, usual class: inhibitors; 0.2% of 350,000 active; AID 2528;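 further: plate controls were vehicle for no effect and no enzyme for full effect; nearly all actives have a fitted effect of over 35% in size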
# Pin1 inh – human Pin1 inhibition. Pin1 FP peptide displacement, HiFluor488, 10 min. Q13526. 0.009% of 390,000 active. Potency, µM (highest dose often 115 µM), inactives show top-dose activity, negative = inhibition, most hits filed as inhibitors; active means well fitted inhibition curve with a large enough effect in the polarisation, with a control signal flat, not every such curve was filed as active; inconclusive means small, poorly fitted or top-dose-only effect, or effect the other way, or a change in a side signal; inactive means no such curve, though single readings can be large or run the other way; the % refers to the polarisation; further: on the % scale 0 is the no-effect control and ±100 the full control effect
# HP1b chromo inh – HP1-beta chromodomain-methylated histone interaction inhibition. P83916. Potency, µM (series often up to 114 µM), without a hit: at the highest dose activity change, negative = inhibition, hits mostly inhibitors. AlphaScreen HP1-beta / biotin-H3K9me3 peptide binding. 0.56% of 390,000 active; further: nearly all actives have a fitted effect of over 70% in size; inactives centre near 23
#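 HP1-beta protein (50 nM final) preincubated 30 min at room temperature with biotinylated H3(1-18)K9me3 peptide (50 nM) in PBS pH 7.4, 0.01% Tween-20, then compound added for 30 min. AlphaScreen streptavidin donor/nickel chelate acceptor beads (10 ug/mL final), 30 min dark, luminescence read.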
# GLS inhibitor – inhibitors of human glutaminase (GLS). O94925. GLS enzymatic activity, qHTS titration. Potency, µM (titrated, usually from 45.5 µM), inactives show at the top dose activity change, negative = inhibition, usual class: inhibitors. 0.21% of 410,000 active; further: on the % scale 0 is the no-effect control and ±100 the full control effect
#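 hKGA; 45 mM KH2PO4 pH 8.2 + 0.02% Tween-20; cpd via pin tool; 1 mM Gln soln; GluOx/HRP/Amplex Red; RT 30 min; fluor. t0 & final.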
# G9a inh – inhibitors of human histone lysine methyltransferase G9a; Q96KQ7; 8.8% of 350,000 active; G9a H3K9 monomethylation, AlphaScreen, 2 h; Potency, µM (series often up to 102 µM), inactives show at the highest dose activity, negative = inhibition, hits mostly inhibitors; further: on the % scale 0 is the no-effect control and ±100 the full control effect; nearly all actives have a fitted effect of over 75% in size
#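 Quantitative HTS format: methyltransferase activity on a biotin-tagged H3K9 peptide is measured by AlphaScreen, using a rabbit anti-monomethyl-H3K9 antibody with streptavidin donor and anti-IgG acceptor beads. Final levels are 20 nM enzyme, 500 nM peptide, 20 uM SAM; 2 h RT.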
# BAZ2B block – blocks human BAZ2B; 4.4% of 360,000 active; Q9UIF8; AlphaScreen BAZ2B-H3K14Ac peptide displacement; AID 504333; Potency, µM (top dose mostly 114 µM), without a hit: top-dose activity change, negative = inhibition, actives largely listed as inhibitors; further: on the % scale 0 is the no-effect control and ±100 the full control effect; nearly all actives have a fitted effect of over 60% in size
#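 Complex of BAZ2B and biotin-H3K14Ac (50 nM apiece) forms over 30 min at RT, then faces library compounds up to 110 uM for another 30 min; AlphaScreen beads added, 20 min dark incubation, luminescence read.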
# JMJD2A Tudor – blocks the human JMJD2A Tudor domain; O75164; AlphaScreen JMJD2A-Tudor / H3K4me3 peptide binding; Potency, µM (titrated, usually from 114 µM), without a hit: top-dose activity change, negative = inhibition, usual class: inhibitors; 4.4% of 390,000 active; AID 504339; further: on the % scale 0 is the no-effect control and ±100 the full control effect; nearly all actives have a fitted effect of over 50% in size
# Target sequence (O75164 whole entry, looked up, the tested form may be a part): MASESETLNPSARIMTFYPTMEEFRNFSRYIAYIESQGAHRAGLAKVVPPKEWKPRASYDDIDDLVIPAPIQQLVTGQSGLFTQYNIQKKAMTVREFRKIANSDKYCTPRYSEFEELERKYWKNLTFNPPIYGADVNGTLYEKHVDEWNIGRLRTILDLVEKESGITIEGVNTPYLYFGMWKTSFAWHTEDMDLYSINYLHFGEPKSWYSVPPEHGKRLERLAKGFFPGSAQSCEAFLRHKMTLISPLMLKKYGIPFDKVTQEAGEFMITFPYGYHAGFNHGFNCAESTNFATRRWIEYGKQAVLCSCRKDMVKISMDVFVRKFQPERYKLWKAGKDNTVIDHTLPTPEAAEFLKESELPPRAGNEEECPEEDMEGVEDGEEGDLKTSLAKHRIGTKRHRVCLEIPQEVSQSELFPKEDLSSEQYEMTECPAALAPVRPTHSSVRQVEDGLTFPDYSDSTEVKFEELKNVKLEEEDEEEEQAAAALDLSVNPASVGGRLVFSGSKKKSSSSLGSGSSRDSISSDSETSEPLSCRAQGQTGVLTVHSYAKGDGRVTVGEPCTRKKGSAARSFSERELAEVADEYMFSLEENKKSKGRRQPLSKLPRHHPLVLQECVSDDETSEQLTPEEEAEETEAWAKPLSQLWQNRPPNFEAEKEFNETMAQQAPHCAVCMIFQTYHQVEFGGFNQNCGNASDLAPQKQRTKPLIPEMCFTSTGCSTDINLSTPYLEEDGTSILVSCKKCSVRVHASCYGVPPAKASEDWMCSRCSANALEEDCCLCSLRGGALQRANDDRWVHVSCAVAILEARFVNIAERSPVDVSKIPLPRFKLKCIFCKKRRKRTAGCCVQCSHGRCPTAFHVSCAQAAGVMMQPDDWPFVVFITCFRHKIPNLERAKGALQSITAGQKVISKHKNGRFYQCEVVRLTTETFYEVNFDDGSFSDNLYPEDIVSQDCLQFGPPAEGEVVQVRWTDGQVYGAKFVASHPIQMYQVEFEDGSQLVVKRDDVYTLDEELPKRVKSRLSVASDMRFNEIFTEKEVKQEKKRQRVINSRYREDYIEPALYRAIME
# Tb PGK inh – inhibitors of T. brucei phosphoglycerate kinase | P07378 | PGK/GAPDH coupled, Kinase-Glo luminescence, 60 min | Potency, µM (top dose mostly 57.5 µM), inactives show at the top dose activity change, negative = inhibition, actives largely listed as inhibitors | 0.043% of 380,000 active | AID 602233; further: on the % scale 0 is the no-effect control and ±100 the full control effect; nearly all actives have a fitted effect of over 60% in size
#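 Luminescent ATP detection (Kinase-Glo Plus) follows a 60-minute room-temperature incubation, with wells lacking PGK as controls. Buffer: 100 mM TEA (pH 7.6), 5 mM MgCl2, 0.01% Tween-20. Coupling enzyme GAPDH (100 nM final) supplies unstable 1,3-BPG in-well.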
# * marks the source's active call; other numbers are inactive results; i = inactive; u = inconclusive; x = not tested or not shown; [ ] = remark or other dose. Unless noted, the call rests on the fitted dose curve; in most records, active means well fitted curve in the direction sought with a large enough effect; inconclusive means small, poorly fitted or top-dose-only effect, or another doubt; inactive means no such curve, though single readings can be large; an effect the other way counts as inactive or inconclusive. Potency means the concentration at half of the fitted maximal effect. These rows are one share of the data. The share of hits here may be higher or lower than overall.
SMILES	GLS inhibitor	Tb PGK inh	JMJD2A Tudor	Pin1 inh	BLM helicase inh	BAZ2B block	G9a inh	HP1b chromo inh	Pol iota inh
COc1ccc2c(ccc[n+]2[O-])c1	-7%	-6%	-14%	-12%	x	x	x	-7%	71%[activator]
CCOC(=O)c1oc2c(c1C)C(=O)CCC2	2%	-7%	-3%	-4%	2%	6%	-6%[59 µM]	32%	16%
CSc1ccc(CNCc2ccco2)cc1	3%	-8%	-18%	-1%	2%	-31%	u	16%	57%[activator]
O=C(CSc1nccc(=O)[nH]1)Nc1ccc(N2CCOCC2)c(Cl)c1	1%	-1%	5%	0%	-4%	4%	16%	16%	138%[activator]
Cc1ccc(NC(=O)c2ccc(F)c(S(=O)(=O)NCCc3ccccc3)c2)cc1F	10%	i	-29%	0%	-11%	2%	-23%[59 µM]	21%	7%
COc1ccc(CNC(=O)[C@@H](NC(=O)C2CCN(C(=O)[C@@H]3CCCN3C(=O)OC(C)(C)C)CC2)C(C)C)cc1	-3%	-13%	-3%	1%	0%	0%	44%	26%	11%
Cc1ccc(N2CCN(/N=C/c3ccccc3[N+](=O)[O-])CC2)cc1	6%	-3%	u	0%	-2%	u	7.9µM*	u	9%
CC(=O)c1cccc(N(C(=O)CNC(=O)c2cccs2)C(C(=O)NCC2CCCO2)c2ccccc2)c1 (stereo unspecified)	6%	1%	-16%	u	-2%	-1%	26%	-14%	35%[activator]
COc1ccc(S(=O)(=O)N(C)CC(=O)NCc2ccco2)cc1	-1%	-1%	-19%	u	-8%	-35%	-36%[59 µM]	9%	-14%
Cc1cc(S(=O)(=O)NCc2ccccc2)ccc1OCC(=O)NCc1ccccn1	-5%	i	-8%	0%	0%	-1%	19%	45%[activator]	59%[activator]
CCCCn1c(N)c(N(CCOC)C(=O)c2cc(Cl)nc3ccccc23)c(=O)[nH]c1=O	0%	-9%	-11%	0%	x	-1%	7%[0.501 µM]	9%	35%[activator]
O=[N+]([O-])c1cccc(NC(=S)N2CCN(c3ccccn3)CC2)c1	2%	i	-21%	-14%	3%	-16%	u	41%[activator]	27%
Cc1ccc(C(C)C)c(OCC(=O)N/N=C/c2ccc(S(=O)(=O)O)o2)c1	9%	0%	-21%	-1%	2%	0%	19%	29%	-8%
CSCCC(NC(=O)COc1ccccc1)C(=O)NCCOc1ccc(C)cc1 (stereo unspecified)	1%	-2%	-12%	2%	-12%	u	-1%[0.501 µM]	13%	5%
O=C(Cn1c(-c2cscn2)nc2ccccc21)Nc1ccc(Cl)cc1	-1%	-10%	-23%	0%	-1%	4%	-16%[59 µM]	37%[activator]	13%
COc1cccc(OCC(=O)NCC2CCCO2)c1 (stereo unspecified)	5%	i	-12%	-4%	x	x	x	19%	11%
CC(=O)c1ccccc1C(=O)N1CCC(n2nccc2NC(=O)C2CC2)CC1	-12%	0%	-2%	-3%	-5%	-1%	20%	32%	20%
Cc1ccc(CCN2CC(C(=O)NCCCN(C)Cc3ccccc3)CC2=O)cc1 (stereo unspecified)	3%	-1%	-2%	-9%	3%	0%	x	31%	27%
CCS(=O)(=O)N1CCC(C(=O)Oc2ccc(Cl)cc2)CC1	-3%	-3%	-10%[57.1 µM]	2%	-1%	4%	u	1%	127%[activator]
Cc1cc(C)c(C(=O)COC(=O)c2ccc([N+](=O)[O-])o2)cc1C	-4%	-4%	-22%[11.4 µM]	0%	-2%	x	u	-19%	-1%
O=C(COc1ccccc1)Nc1ccccc1N1CCCCC1	0%	12%	103%[activator]	5%	-9%	67%[activator]	85%[activator][59 µM]	155%	33%[activator]
CNC(=O)C1CC(=O)N(c2ccc(OCC(=O)Nc3ccccc3)cc2)C1 (stereo unspecified)	4%	-7%	-9%	4%	x	x	x	13%[57 µM]	8%
COC(=O)c1ccc(/C=C/C(=O)c2ccc(OC)cc2)cc1	5%	-4%	100µM*	6%	-6%	11%	-8%	3%	3%
Clc1ccc(-c2csc(N3CCSCC3)n2)cc1	-2%	-6%	-6%	7%	-3%	19%	-2%[59 µM]	12%	6%
O=C(Nc1ccc2ccccc2c1)N1CCCN(CCOc2ccccc2)CC1	-1%	-12%	-19%	3%	2%	-4%	3%	30%	-7%
N#Cc1c(-c2ccc(Cl)cc2)ccn2nc(CCC(=O)O)nc12	13%	-9%	0%	7%	4%	-23%	-10%[59 µM]	42%	-12%
Cn1c(=O)n(C)c2cc(S(=O)(=O)N3CCOCC3)ccc21	-5%	-4%	-13%	-5%	-1%	u	12%[59 µM]	19%	1%
O=C(c1cccs1)N1CCN(C(=O)C2CCCO2)CC1 (stereo unspecified)	1%	-2%	-5%	-4%	3%	-13%	-31%[59 µM]	24%	20%
O=C(Nc1ccc(S(=O)(=O)N2CCC(c3nc4ccccc4s3)CC2)cc1)c1ccccc1F	5%	10%	2%	3%	-2%	1%	u	37%	19%
CCC(Sc1nnc(-c2ccc(OC)cc2)c(-c2ccc(OC)cc2)n1)C(=O)Nc1cccc(OC)c1 (stereo unspecified)	-2%	1%	-26%	41%[activator]	-7%	-22%	u	2%	36%[activator]
CCOc1ccccc1CNC(=O)CCc1c(C)nn(-c2ccc(N3CCCCC3)nn2)c1C	2%	6%	-25%	0%	-1%	-29%	-2%[59 µM]	18%	-25%
CC(NC(=O)Nc1ccccc1)c1ccccc1 (stereo unspecified)	-12%	-1%	5%	-2%	-1%	-4%	25%[12.7 µM]	30%	11%

# Record cards (already shown). Values in the order: GLS inhibitor, Tb PGK inh, JMJD2A Tudor, Pin1 inh, BLM helicase inh, BAZ2B block, G9a inh, HP1b chromo inh, Pol iota inh
# N#Cc1c(-c2ccc(Cl)cc2)ccn2nc(CCC(=O)O)nc12 in the list: 13%, -9%, 0%, 7%, 4%, -23%, -10%[59 µM], 42%, -12%
# CCOc1ccccc1CNC(=O)CCc1c(C)nn(-c2ccc(N3CCCCC3)nn2)c1C in the list: 2%, 6%, -25%, 0%, -1%, -29%, -2%[59 µM], 18%, -25%
# Cn1c(=O)n(C)c2cc(S(=O)(=O)N3CCOCC3)ccc21 in the list: -5%, -4%, -13%, -5%, -1%, u, 12%[59 µM], 19%, 1%
# CCC(Sc1nnc(-c2ccc(OC)cc2)c(-c2ccc(OC)cc2)n1)C(=O)Nc1cccc(OC)c1 (stereo unspecified) in the list: -2%, 1%, -26%, 41%[activator], -7%, -22%, u, 2%, 36%[activator]

# (cont.)
SMILES	GLS inhibitor	Tb PGK inh	JMJD2A Tudor	Pin1 inh	BLM helicase inh	BAZ2B block	G9a inh	HP1b chromo inh	Pol iota inh
COc1cc(NC(=O)C2=CC(c3ccc(F)cc3)=NS(=O)(=O)N2C)cc(OC)c1OC	-3%	11%	1%	-1%	-1%	3%	-36%[59 µM]	50%[activator]	10%
COc1ccc(NC(=O)N2CCN(c3nc4ccccc4n3C(C)C)CC2)cc1	12%	-7%	-8%	-3%	-2%	-9%	11%[12.7 µM]	43%[activator]	u
COc1cc(C(=S)N2CCCC2)ccc1OS(=O)(=O)c1ccc(NC(C)=O)cc1	15%	5%	-22%	4%	2%	10%	u	44%[activator]	2%
COc1cc(CC(=O)Nc2ccc(S(=O)(=O)NC3=NCCCCC3)cc2)cc(OC)c1OC	5%	-4%	0%	-3%	1%	x	9%	17%[57 µM]	28%
Oc1c(C(c2ccc(F)cc2)N2CCCC2)sc2nc(-c3ccco3)nn12 (stereo unspecified)	-4%	-9%	-27%	2%	1%	-23%	13µM*	-2%	-9%
Cc1ccc(Cc2nc3ccccc3nc2SCC(=O)N2CCN(c3ccccc3)CC2)cc1	-14%	6%	-6%	7%	-7%	-5%	-29%[59 µM]	25%[57 µM]	3%
CC1CCCC(=C\c2ccccc2)/C1=N/O (stereo unspecified)	20%	-1%	u	-3%	-2%	3%	10%[59 µM]	u	4%
Cc1ccc(-c2cc(C(=O)NCCc3ccccc3)c3c(-c4ccc(C)cc4)[nH]nc3n2)cc1	1%	x	12%	5%	2%	5%	-2%[59 µM]	22%	-13%
COc1ccc(NC(=O)CCc2nnc3ccc(NCc4ccco4)nn23)cc1	0%	-9%	-28%	-5%	-2%	-30%	18%	21%	13%

# Shown with the structure last: part of the list above.
GLS inhibitor,Tb PGK inh,JMJD2A Tudor,Pin1 inh,BLM helicase inh,BAZ2B block,G9a inh,HP1b chromo inh,Pol iota inh,Compound
-3%,11%,1%,-1%,-1%,3%,-36%[59 µM],50%[activator],10%,COc1cc(NC(=O)C2=CC(c3ccc(F)cc3)=NS(=O)(=O)N2C)cc(OC)c1OC
12%,-7%,-8%,-3%,-2%,-9%,11%[12.7 µM],43%[activator],u,COc1ccc(NC(=O)N2CCN(c3nc4ccccc4n3C(C)C)CC2)cc1
15%,5%,-22%,4%,2%,10%,u,44%[activator],2%,COc1cc(C(=S)N2CCCC2)ccc1OS(=O)(=O)c1ccc(NC(C)=O)cc1
5%,-4%,0%,-3%,1%,x,9%,17%[57 µM],28%,COc1cc(CC(=O)Nc2ccc(S(=O)(=O)NC3=NCCCCC3)cc2)cc(OC)c1OC

# Source: PubChem BioAssay (National Center for Advancing Translational Sciences (NCATS))
